MT stabilize HCS: microtubule stabilizers in HeLa cells; HeLa tubulin immunostaining HCS, 24 h; share of cells brighter than vehicle mean+2SD; % tubulin-high responders, % at 10 µM; 200,000 tested, 0.83% active; AID 2205;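 active = plate Z-score above 3 for both tubulin-high and condensed-nucleus cell shares, with cell loss under 80%, at 10 µM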;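 also: anti alpha tubulin signal scored within the nucleus-defined area of each cell; some results filed as inactive read as strong as hits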
P. falciparum M1AAP: P. falciparum M1AAP inhibitors, biochemical, fluorogenic H-Leu-NHMec substrate, 1536-well (AID 1445) | recombinant M1AAP, H-Leu-NHMec fluorogenic kinetic assay; higher % means a stronger effect | 220,000 tested, 0.42% active | inhibition, % at 30 µM, or IC50 in µM where a hit was titrated;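 active = primary inhibition above the hit cutoff, then over 50% inhibition at one or more dose response concentrations, cut at about 23% in these data, passing the limit was not always enough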;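 also: plate controls were DMSO full reaction for no effect and no enzyme background for full effect; strong numbers were not always called active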
Dynein cargo inh: dynein cargo transport inhibition. z-score, hits read low. 3617.4 mouse cells, GR-EGFP nuclear translocation imaging; test concentration mostly 20 µM; stimulated with dexamethasone, 1 µM; active compounds read low. 220,000 tested, 0.47% active;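 active = plate z-score of nuclear minus cytoplasmic receptor signal below a set negative limit, without overly bright fluorescence or cell loss, cut at about -3.5 in these data, passing the limit was not always enough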;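 also: z-score of nuclear minus cytoplasmic ring GR-EGFP intensity difference per well; some compounds called inactive have numbers as strong as hits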
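Medium: Induction medium lacking tetracycline, stripped serum | Probe or stimulus: 1.0 µM final dexamethasone stimulus | Schedule: 48 h induction, then 1 h compound, then 30 min agonist, 37 °C | Signal: Automated 10x imaging of fixed Hoechst-stained cells | Evaluation: Per-cell GR-EGFP intensity, nucleus versus surrounding cytoplasmic ring, well-averaged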
WT yeast gro inh: growth inhibition of WT yeast, mitochondrial fusion screen. inhibition, % at 10 µM. mitochondrial fusion phenotypic screen, WT strain. 190,000 tested, 2.1% active. AID 1362; in the data active = inhibition above about 58%; tested in S. cerevisiae
Yfh1-off respiration: enhancers of respiration in Yfh1-depleted yeast, dose response, Friedreich's ataxia, plus single-dose screen (AID 1465) | S. cerevisiae Yfh1-off respiration, WST-1 reduction, 72 h; higher fold induction means a stronger effect | one-dose fold induction at 50 µM; EC50 in µM for titrated hits | 220,000 tested, 0.074% active;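 active = fold induction of absorbance versus untreated yeast above a set limit, then at least 30% activation at any dose in follow-up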;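 also: activators that raise dye reduction in frataxin-depleted yeast; strong numbers were not always called active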
b-catenin transl: alters nuclear translocation of beta-catenin in HeLa cells | AID 1665 | immunofluorescence imaging | 190,000 tested, 0.3% active | nuclear translocation activity, % at 5 µM;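 active = nuclear translocation activity above 50% at 5 µM, with a well cell count of 50 or more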;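 also: per-cell ratio of nuclear to cytoplasmic median beta-catenin stain intensity; plate controls were DMSO negative control for no effect and GSK-3 inhibitor IX positive control for full effect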
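Signal – beta-catenin immunofluorescence imaging with DAPI · Test system – human HeLa cell line · Dosing – 5 µM primary single dose, 0.1% DMSO, 0.02–20 µM confirmation series · Measure – % activation, nuclear-to-cytoplasmic median beta-catenin signal ratio per cell · Incubation – 24 h compound exposure at 37°C, 5% CO2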
M17LAP inhibition: P. falciparum M17LAP inhibitors, primary screen, biochemical, fluorogenic H-Leu-NHMec substrate, 1536-well (AID 1619). recombinant M17LAP, H-Leu-NHMec fluorogenic kinetic assay; higher % means a stronger effect. inhibition, % at 30 µM, or IC50 in µM where a hit was titrated. 220,000 tested, 0.38% active;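 active = compound inhibiting the enzyme by more than half at any dose during confirmatory dose-response retesting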;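 also: plate controls were full reaction with DMSO carrier for no effect and no enzyme background for full effect; strong numbers were not always called active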
Autophagy mod: alters autophagy in cells | 190,000 tested, 0.98% active | calls only at 10 µM (by protocol) | AID 463193 | MEF GFP-LC3 puncta imaging; test concentration mostly 10 µM;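 active = percentage of spot-positive cells more than 3 SD above its plate mean, without a fluorescence outlier flag or 80% toxicity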;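 also: spot-positive cell cutoff set from DMSO-treated cells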
T cell HTS: modulates CD8 T cell binding to vesicles. 2C CD8+ T cell-vesicle binding, flow cytometry; active compounds read low. calls only at 7 µM. 330,000 tested, 0.068% active;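 active = response, share of CD8 T cells binding vesicles, and their 90th percentile fluorescence all below set limits, cut at about 80% in these data, passing the limit was not always enough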
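Incubation: binding step 1.5 h, 37 °C, antibody labelling 20 min, ice; system: murine 2C transgenic CD8+ T lymphocytes; technique: cytometric PE anti-B7-1 and Alexa647 anti-CD8 signals after 1% paraformaldehyde fixation; also added: QL9-charged Drosophila Ld/ICAM-1/B7-1 vesicles; control set: naked versus QL9-loaded vesicles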
WT yeast gro inh mutant strain: further read-out of WT yeast gro inh, marked with its call; inhibition, %; mitochondrial fusion phenotypic screen, mutant strain inhibition
Dynein cargo inh cytoplasmic EGFP: further read-out of Dynein cargo inh, marked with its call; z-score; measured here: cytoplasmic GR-EGFP intensity; active compounds read high
Dynein cargo inh nuclear GR-EGFP: recorded beside Dynein cargo inh, whose call it bears; z-score; measured here: nuclear GR-EGFP intensity;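 lower value marks the stronger effect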
Dynein cargo inh cell count: further read-out of Dynein cargo inh, marked with its call; z-score; measured here: cell count per field
b-catenin transl cell count 5 µM: recorded beside b-catenin transl, whose call it bears; cell count; measured here: cell count, cytotoxicity flag
T cell HTS vesicle-bound %: also measured in T cell HTS; calls as there; double positive events, %; measured here: CD8+ vesicle-bound cell fraction;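 binding gate set so that unloaded-vesicle control wells show 10% double positive cells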
MT stabilize HCS Hoechst-high %: second read-out of MT stabilize HCS, no call of its own (marks repeat the call); % Hoechst-high responders; measured here: nuclear condensation Hoechst responders;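 share of cells brighter than vehicle mean plus two SD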
MT stabilize HCS cytotoxicity %: second read-out of MT stabilize HCS, no call of its own (marks repeat the call); toxicity, %; measured here: cytotoxicity by cell density;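 0% = mean cell density of plate MIN control wells and 100% = no cells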
Autophagy mod cell loss 18 h: further read-out of Autophagy mod, marked with its call; toxicity, %; measured here: cell loss, nuclei count;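 cell loss after 18 h compound exposure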
Numbers without * were called inactive; i = inactive; . = not tested or not shown. Outcome played no part in choosing rows, and some 4.4% of all compounds hit somewhere here.

smiles	MT stabilize HCS	MT stabilize HCS Hoechst-high %	MT stabilize HCS cytotoxicity %	P. falciparum M1AAP	Dynein cargo inh	Dynein cargo inh cytoplasmic EGFP	Dynein cargo inh nuclear GR-EGFP	Dynein cargo inh cell count	WT yeast gro inh	WT yeast gro inh mutant strain	Yfh1-off respiration	b-catenin transl	b-catenin transl cell count 5 µM	M17LAP inhibition	Autophagy mod	Autophagy mod cell loss 18 h	T cell HTS	T cell HTS vesicle-bound %
COC(=O)/C(=C\Nc1ccccc1N)c1ncc(C(F)(F)F)cc1Cl	2.9	3.4	1.5	17%	-0.57	-0.28	-0.42	0.73	8	-2	i	-16	1209	12%	i	1	i	50
CN(C)CCCN(C(=O)c1cc2ccccc2oc1=O)c1nc2ccc(F)cc2s1	9.3	1.9	5.0	14%	-0.94	-0.3	-0.71	0.58	-8	3	i	-1.6	1146	11%	i	-1	i	51
CSC1=NSC2=NC(=O)/C(=C\c3cccs3)C(=N)N12	1.8	2.0	2.3	4%	-0.33	-0.3	-0.49	0.47	23	20	i	0.2	581	32µM*	i	3	i	30
CCc1noc(C)c1C(=O)N1CCCC(CCC(=O)NCc2cccc(OC)c2)C1 (stereo unspecified)	4.3	1.6	7.0	6%	-0.75	-0.24	-0.41	0.92	-15	-3	i	-1.9	1090	16%	i	-10	i	35
O=C(N/N=C/c1ccc(Br)s1)c1ccc([N+](=O)[O-])cc1	5.6	2.4	1.7	7%	-0.39	-0.032	-0.39	1.2	3	-1	i	2.0	997	7%	i	0	i	44
COc1ccc(C2=Nn3c(nnc3-c3ccncc3)SC2)cc1	0.9	1.6	4.0	18%	-0.02	0.087	0.085	0.52	-4	13	i	.	.	3%	i	-1	i	31
CCN1C(=O)C(CC(=O)Nc2cc(C)ccc2C)SC1=Nc1ccc(S(N)(=O)=O)cc1 (stereo unspecified)	2.8	2.1	12	-10%	0.43	-0.17	0.1	-0.56	2	7	i	-12	1080	-1%	i	1	i	41
CN1CCN(C(=O)CCCOc2ccc(Cl)cc2Cl)CC1	3.0	3.4	4.7	3%	1.3	-0.2	0.86	-0.93	-13	-38	i	-2.1	900	8%	i	-6	i	51
COc1ccc(CC(=O)Nc2c3c(nn2-c2cccc(Cl)c2)CS(=O)C3)cc1 (stereo unspecified)	1.4	1.9	3.2	-1%	-0.25	-0.29	0.079	0.81	32	12	i	0.3	670	4%	i	-6	i	48
CCOC(=O)COn1c(=O)c(-c2cccs2)[n+]([O-])c2ccccc21	2.0	1.6	5.9	3%	-0.68	-0.036	-0.4	0.81	-15	-8	i	-0.6	1378	-10%	i	4	i	32
CCc1c(C)sc(NC(=O)c2cc(C(C)C)on2)c1C#N	3.8	0.9	13	5%	0.2	-0.19	0.97	-1.2	14	13	i	-1.6	1058	0%	i	15	i	43
O=C(CN(Cc1ccc(F)cc1)C(=O)c1ccco1)NCc1ccc(F)cc1	2.6	0.9	4.3	8%	0.98	0.026	1.5	-1.4	7	-5	i	-1.4	1036	8%	i	-1	i	12
Cc1oc(-c2cccs2)nc1CN1CCC(c2ccccc2)CC1	2.7	1.8	0.8	-3%	-0.91	-0.26	-0.29	0.018	16	4	i	-2.9	1012	-1%	i	-22	i	8
c1ccc(CCc2nn3c(Cn4cnc5ccccc54)nnc3s2)cc1	2.4	2.1	8.1	1%	2	-0.18	0.7	-1.7	38	13	i	-0.6	1007	53%	i	-1	i	41
O=C(O)[C@H]1CCCC[C@H]1C(=O)NCCc1ccccc1	1.0	1.2	3.9	4%	-0.76	-0.13	-0.25	0.63	-7	5	i	-2.1	1252	36%	i	-8	i	53
CC/C(C)=N/NS(=O)(=O)c1ccc(C)c([N+](=O)[O-])c1	.	.	.	0%	-0.47	-0.39	-0.4	0.19	.	.	i	0.0	1455	1%	.	.	i	53
CC(=O)c1cccc(NC(=O)Nc2cnn(Cc3ccc(F)cc3)c2)c1	4.5	2.1	0.6	0%	-0.18	0.17	0.79	-0.076	-7	-4	i	-3.0	811	-2%	i	16	.	.
CN(C)/C=C(\C(=O)c1ccccc1)c1nnnn1-c1ccc(F)cc1	.	.	.	8%	0.47	-0.26	0.81	-0.79	.	.	i	0.6	1226	7%	.	.	i	26
Cc1ccccc1CC(=O)c1ccc(O)c(C)c1O	4.7	1.4	1.6	-1%	0.94	-0.27	0.44	-0.042	54	57	i	0.4	1067	0%	i	19	i	65
Cc1noc2ncnc(Oc3ccccc3)c12	1.4	1.5	9.3	-2%	-0.57	0.038	-0.53	0.28	21	-9	i	0.7	932	-15%	i	-7	i	47
CSc1nccc(-c2sc(SC)c(C#N)c2-c2ccccc2)n1	.	.	.	-2%	-0.42	-0.22	-0.29	0.34	.	.	i	-0.2	1355	-5%	.	.	i	20
Cc1cnc(NC(=O)Cn2cnc3c2c(=O)n(C)c(=O)n3C)s1	.	.	.	2%	-0.19	-0.21	0.32	0.22	.	.	i	-1.1	1341	-5%	.	.	i	38
COc1cccc(N(CC(=O)NCc2ccco2)C(=O)CCC(=O)Nc2nccs2)c1	.	.	.	8%	0.14	-0.28	0.49	-0.095	.	.	i	1.5	1370	26%	.	.	i	22
O=C(CSc1ncn(-c2ccccc2)n1)Nc1ccc2c(c1)OCCO2	2.4	2.3	6.8	8%	-0.68	-0.13	0.095	-0.22	-6	-7	i	-4.4	841	28%	i	21	i	40
C[C@]12CS(=O)(=O)C[C@H]1SC(=S)N2c1ccccc1	.	.	.	0%	0.98	-0.2	0.51	-0.96	.	.	i	-0.2	1308	20%	.	.	i	30
C=CCN1C(c2ccc(OCC)cc2)=CS/C1=C(\C#N)c1nnc2n1CCCCC2	4.0	3.5	3.2	3%	-0.028	-0.2	0.27	0.034	10	-4	i	-0.1	1038	20%	i	1	i	44
CCCc1ccc(OC(=O)c2cccs2)cc1	1.3	1.0	6.5	-1%	0.14	0.058	0.2	0.051	21	33	i	.	.	-5%	i	-8	i	33
CCCC(=O)Nc1ccc(C(=O)NCc2ccccn2)cc1	4.6	3.3	7.4	0%	0.57	-0.21	1.1	-0.89	0	-2	i	-2.6	1052	4%	i	0	i	55
Cc1ccc(C)n1-c1nn(S(=O)(=O)c2cccc(C(F)(F)F)c2)c2cccc(F)c12	.	.	.	11%	0.43	-0.17	0.82	-0.94	.	.	i	0.5	1296	3%	.	.	i	31
CN(Cc1ccon1)C(=O)CC1C(=O)NCCN1Cc1cccc(Oc2ccccc2)c1 (stereo unspecified)	2.1	1.9	5.8	4%	-0.42	-0.3	-0.16	0.82	-5	-1	i	0.4	1522	-3%	i	0	i	25
O=C(NC12CC3CC(CC(C3)C1)C2)N1CC2Cc3cccc(=O)n3C(C2)C1 (stereo unspecified)	1.9	1.5	5.2	5%	-0.51	-0.2	-0.25	0.57	6	-1	i	-1.6	930	8%	i	-5	i	24

Whole records as entered above. Order of values: MT stabilize HCS | MT stabilize HCS Hoechst-high % | MT stabilize HCS cytotoxicity % | P. falciparum M1AAP | Dynein cargo inh | Dynein cargo inh cytoplasmic EGFP | Dynein cargo inh nuclear GR-EGFP | Dynein cargo inh cell count | WT yeast gro inh | WT yeast gro inh mutant strain | Yfh1-off respiration | b-catenin transl | b-catenin transl cell count 5 µM | M17LAP inhibition | Autophagy mod | Autophagy mod cell loss 18 h | T cell HTS | T cell HTS vesicle-bound %
O=C(O)[C@H]1CCCC[C@H]1C(=O)NCCc1ccccc1 in the list: 1.0 | 1.2 | 3.9 | 4% | -0.76 | -0.13 | -0.25 | 0.63 | -7 | 5 | i | -2.1 | 1252 | 36% | i | -8 | i | 53
Cc1ccc(C)n1-c1nn(S(=O)(=O)c2cccc(C(F)(F)F)c2)c2cccc(F)c12 in the list: . | . | . | 11% | 0.43 | -0.17 | 0.82 | -0.94 | . | . | i | 0.5 | 1296 | 3% | . | . | i | 31

Bioassay records as filed in PubChem BioAssay.
